# HTR5A ag = HTR5A agonists in luminescence cell assay, primary screen, counter-screen for OPRM1-OPRD1 heterodimer agonist project, full-deck HTS. 5-hydroxytryptamine receptor 5A (Homo sapiens), P47898. cell-based. activation, % at 9.3 µM. 0.61% of 340,000 active. AID 504692, 2011; in the data active means activation mostly above about 9.5%, no sharp cut-off; inactive means mostly below about 7.6%;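 further: 0% = cells with vehicle only and 100% = reference agonist; strong numbers were not always called active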
# Keap1 Nrf2 FP = Keap1-Nrf2 protein-protein interaction inhibitors, primary screen, biochemical, fluorescence polarization, single point. 0.15% of 340,000 active. inhibition, % at 9.4 µM. Keap1 Kelch-Nrf2 peptide fluorescence polarization, 1536-well; in the data active means inhibition above about 12%;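 further: human Keap1 Kelch domain with fluorescein labeled Nrf2 9mer peptide probe; 0% = neutral control wells and 100% = peptide positive control; higher means more block of Keap1 binding to Nrf2 peptide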
# CAL-PDZ inh HTS = untagged CAL PDZ binding inhibitors, primary screen, biochemical, fluorescence polarization, HTS; inhibition, % at 24.9 µM; Golgi-associated PDZ and coiled-coil motif-containing protein (Homo sapiens), Q9HD26; purified CAL PDZ, TMR-peptide fluorescence polarization, 1 h; AID 602252, 2012; 0.92% of 300,000 active;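 active means mean inhibition of at least 30% with at least half of replicates also reaching 30%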;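 further: 0% = DMSO neutral control and 100% = excess unlabeled competitor peptide PRC23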
# MOR-DOR inv ag = inverse agonists of MOR-DOR heterodimerization, primary screen, cell-based, luminescence. cell-based MOR-DOR heterodimer luminescence, inverse agonism. inhibition, % at 9.3 µM. 0.21% of 340,000 active; in the data active means inhibition above about 22%, passing the limit was not always enough;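 further: 0% = cells with DMSO and 100% = wells without cells with DMSO; values of inactives mirror those of a sister screen read the other way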
# Target sequence (P35372 whole entry, looked up): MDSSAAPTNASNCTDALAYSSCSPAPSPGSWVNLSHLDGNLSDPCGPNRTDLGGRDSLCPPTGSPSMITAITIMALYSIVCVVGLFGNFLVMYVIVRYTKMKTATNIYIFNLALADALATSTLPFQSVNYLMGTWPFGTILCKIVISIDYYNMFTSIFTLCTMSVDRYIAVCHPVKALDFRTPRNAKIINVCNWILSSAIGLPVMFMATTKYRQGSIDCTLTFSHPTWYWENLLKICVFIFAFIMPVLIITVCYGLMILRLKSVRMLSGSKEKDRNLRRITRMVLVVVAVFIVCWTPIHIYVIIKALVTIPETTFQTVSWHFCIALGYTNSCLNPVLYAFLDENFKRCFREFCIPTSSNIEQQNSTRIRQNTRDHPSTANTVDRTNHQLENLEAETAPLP
# Target sequence (P41143 whole entry, looked up): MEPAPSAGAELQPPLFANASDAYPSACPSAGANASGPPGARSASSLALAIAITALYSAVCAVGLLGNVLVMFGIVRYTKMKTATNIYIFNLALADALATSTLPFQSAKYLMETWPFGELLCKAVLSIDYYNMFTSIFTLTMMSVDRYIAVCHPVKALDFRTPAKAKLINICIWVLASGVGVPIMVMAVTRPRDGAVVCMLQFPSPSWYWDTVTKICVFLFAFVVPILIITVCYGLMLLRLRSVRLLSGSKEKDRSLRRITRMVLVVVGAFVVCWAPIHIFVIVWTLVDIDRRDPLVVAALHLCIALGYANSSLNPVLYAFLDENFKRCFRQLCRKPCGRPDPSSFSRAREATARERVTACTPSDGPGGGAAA
# LANA DNA inh = inhibitors of KSHV C-LANA binding to DNA, primary screen, biochemical, fluorescence polarization, FAM-LBS DNA, MBP-C-LANA, single point | inhibition, % at 9 µM | 0.078% of 340,000 active | Kaposi's sarcoma herpesvirus LANA C-terminal domain (residues 932-1162) DNA binding | AID 504423, 2011;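 active means highest replicate inhibition at or above 60% at 9 µM, even if other replicates fall short; inactive means all replicates below 60% inhibition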;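 further: 0% = neutral control wells and 100% = 4 µM acridine orange control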
# RTF Ca sens inh = cardiac RTF calcium sensitivity inhibitors, primary screen, biochemical, IANBD-TnC fluorescence, EC70 calcium | inhibition, % at 7.15 µM | AID 493244, 2011 | Troponin I, cardiac muscle (Homo sapiens) + Troponin T, cardiac muscle (Homo sapiens) + … | 0.12% of 340,000 active | IANBD-labeled cardiac RTF, Ca2+ fluorescence;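 active means inhibition above the mean inhibition of all tested compounds plus 3 SD, cut at about 17% in these data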;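 further: assay run at fixed EC70 calcium of 1.6 mM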
# HTR5A inv ctr = HTR5A inverse agonists in luminescence cell assay, primary screen, counter-screen for OPRM1-OPRD1 heterodimer inverse agonist project, full-deck HTS; 5-hydroxytryptamine receptor 5A (Homo sapiens), P47898; HTR5A cell line, inverse agonism; inhibition, % at 9.3 µM; 0.083% of 340,000 active; in the data active means inhibition mostly above about 23%, no sharp cut-off; inactive means mostly below about 18%;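 further: 0% = cells with DMSO and 100% = no-cell wells with DMSO; some compounds called inactive have numbers as strong as hits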
# RTF Ca sens act = cardiac RTF calcium sensitivity activators, primary screen, biochemical, IANBD-TnC fluorescence, EC20 calcium | Troponin I, cardiac muscle (Homo sapiens) + Troponin T, cardiac muscle (Homo sapiens) + … | activation, % at 7.2 µM | 0.24% of 340,000 active | IANBD-labeled TnC RTF fluorescence at EC20 calcium; 0% EC20 calcium, 100% full calcium | AID 493008, 2010;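 active means activation above the mean over all tested compounds plus 3 SD, cut at about 30% in these data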;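 further: rise in fluorescence read as greater calcium sensitivity of cardiac thin filaments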
# OPRM1-OPRD1 ag = agonists of OPRM1-OPRD1 heterodimerization, primary screen, cell-based, luminescence; Mu-type opioid receptor (Homo sapiens) + Delta-type opioid receptor (Homo sapiens), …; cells; activation, % at 9.3 µM; 0.3% of 340,000 active; AID 504326, 2011; in the data active means activation above about 18%;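 further: 0% = vehicle-treated cells and 100% = reference agonist; values of inactives mirror those of a sister screen read the other way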
# V-ATPase pHluor = regulators of yeast V-ATPase proton pumping, primary screen, pHLuorin cytosolic pH fluorescence | response, % at 10 µM | S. cerevisiae | AID 504577, 2011 | 0.37% of 350,000 active; in the data active means response mostly above about 7.3%, no sharp cut-off; inactive means mostly below about 5.4%; further: actives read high; inactives centre near 0; some compounds called inactive have numbers as strong as hits; reference of the scale not given here
# Numbers without * were called inactive; . = not tested or not shown.
SMILES,HTR5A ag,Keap1 Nrf2 FP,CAL-PDZ inh HTS,MOR-DOR inv ag,LANA DNA inh,RTF Ca sens inh,HTR5A inv ctr,RTF Ca sens act,OPRM1-OPRD1 ag,V-ATPase pHluor
Cc1cc(C)c(NC(=O)CNC(=O)CN(C)Cc2ccc(Br)s2)c(C)c1,-1.5,6.4,-16.5,13.5,-0.5,-5.1,4.6,-3.1,-3.6,-8.7
COc1ccc(-c2nc(C#N)c(NCCCN3CCOCC3)o2)cc1,-0.1,2.1,.,5.0,-1.0,0.3,0.2,2.3,-0.8,4.9
COc1cc(CNC(=O)c2nc(Cn3nc(C)c(Br)c3C)no2)cc(OC)c1,6.3,1.9,-3.5,-1.2,0.3,-2.0,-17.3,5.0,0.2,-2.0
CC(=O)Nc1sc(C)c(C)c1C(=O)OCC(=O)NCc1ccc(Cl)cc1,2.7,-6.1,.,-8.1,5.5,-3.4,14.2,1.3,2.1,1.5
Cc1ccc(C(=O)O)cc1NC(=S)NC(=O)C(c1ccccc1)c1ccccc1,-3.7,1.9,-4.8,6.1,-0.4,7.5,7.4,-1.7,-1.0,0.3
Cc1ccc(NC(=O)Nc2cnc3ccccc3c2)cc1,-1.3,-4.9,-3.3,-19.6,-0.3,-3.0,4.0,0.8,3.7,-3.7
CC(C)CCC[C@@H](C)[C@H]1CC[C@H]2[C@@H]3C(=O)C=C4C[C@@H](O)CC[C@]4(C)[C@H]3CC[C@]12C,-0.1,-4.1,-2.9,9.8,-1.2,4.2,0.3,8.3,-1.8,5.9
COC(=O)c1cc(-c2ccccc2)sc1N,-1.2,-4.7,0.1,-9.2,-1.5,1.8,8.2,-4.8,1.5,-0.5
COc1ccc(C2C(C(=O)NCCN(C)C)c3ccccc3C(=O)N2C)cc1OC (configuration not stated),0.8,1.2,-2.6,0.7,-1.3,-5.2,-8.8,-0.6,-0.1,7.4
O=C(NCc1ccccn1)c1ccc2nc(C3CCCCC3)oc2c1,-3.4,-3.2,7.9,12.0,0.5,-9.0,4.5,4.8,-2.4,3.1
C#CCOCCOCCOCCNc1nc(N2CCOCC2)nc(N2CCN(C(=O)CCCCCCCCCCNC(=O)[C@H](CO)n3cc(CCCCCN)nn3)CC2)n1,4.1,-1.3,1.6,17.8,0.7,-13.1,4.1,13.9,-3.9,-7.1
CCOC(=O)c1cc(NC(=O)c2ccccc2)c(=O)oc1-c1ccccc1,-1.8,-0.4,-2.3,14.4,1.2,-0.4,11.8,1.8,-3.1,2.6
C=CCn1c(SCC(=O)Nc2ccc(C(=O)O)cc2)nnc1-c1cccnc1,1.4,0.5,-6.6,8.1,2.8,-4.3,-3.8,2.7,-1.5,1.1
Cc1csc(=O)n1CCC(=O)OCC(=O)c1ccc(Br)cc1,4.1,-4.3,-2.4,-1.2,-7.3,2.8,-12.3,-2.4,0.2,2.3
CCCCN(C)C1CCN(C(=S)Nc2ccc(OCC)cc2)CC1,-0.7,0.2,-0.3,12.1,-1.0,0.2,2.0,-7.0,-2.4,-3.3
CCCCNC(=O)c1nc2ncc(Br)cn2n1,3.1,5.7,-0.2,3.2,-0.3,-10.3,-10.2,-3.1,-0.6,8.7
O=C(O)C1CCN(S(=O)(=O)c2ccc(Oc3ccccc3)cc2)CC1,2.9,-3.9,-2.5,-2.7,-0.4,6.8,-7.6,5.2,0.5,-6.4
O=C(Cc1ccccc1)NC(NCCCN1CCOCC1)(C(F)(F)F)C(F)(F)F,11.4,0.1,2.6,4.3,1.1,-13.4,-32.1,2.2,-0.8,3.1
Cc1ccc(S(=O)(=O)N2CCC(C(=O)NCc3ccncc3)CC2)cc1,-3.1,1.1,10.2,8.1,2.1,-4.3,8.2,1.0,-1.6,-4.4
Cc1cc(=O)[nH]c(SCC(=O)Nc2ccccc2[N+](=O)[O-])n1,-0.9,-2.9,6.4,1.4,0.6,-11.1,-2.5,1.2,-0.3,0.7
Cc1ccc(O)c(NC(=O)CCCC(=O)O)c1,5.7,-3.4,-2.1,5.2,0.9,-4.8,1.2,3.2,-0.9,-6.0
O=c1[nH]c2ccccc2c(O)c1SCCO,1.1,-4.6,0.1,-4.8,0.3,6.9,-6.4,-0.5,0.7,2.8
CC(C)CNC(=O)C1CCCN(S(=O)(=O)c2ccc(-n3cnnn3)cc2)C1 (configuration not stated),-3.3,-3.9,-2.0,5.2,-0.5,5.3,-21.6,-7.8,-1.0,-0.5
CC1CCCN(S(=O)(=O)c2cccc3nonc23)C1 (configuration not stated),-0.3,-9.7,-5.7,18.8,-0.6,-2.5,26.9,-6.5,-2.7,0.4
CC(NC(=O)CN(C)Cc1cccs1)c1ccccc1 (configuration not stated),-3.2,-2.2,0.8,-16.5,0.6,-5.8,8.0,3.3,2.5,2.5
COC(=O)c1sc(S(=O)(=O)Oc2ccccc2NC(C)=O)c(C(=O)OC)c1C,-1.4,-5.3,3.3,7.9,0.0,-13.7,14.6,-0.8,-1.6,0.9
CCn1c2ccccc2c2cc(CN3CCN(S(C)(=O)=O)CC3)ccc21,2.9,0.2,-4.3,-10.6,-0.6,-7.4,7.7,-4.0,2.0,-1.5
CN(NC1OC(=O)c2ccccc21)c1ccccc1[N+](=O)[O-] (configuration not stated),0.0,-4.3,-6.0,16.5,-1.1,-4.1,23.5,3.7,-3.3,1.3
C=CCNC(=S)N/N=C(\C)c1cccnc1,1.8,-4.3,1.2,9.6,-0.7,-1.1,-22.9,-2.8,-2.0,0.2
COc1ccc(C2CC(c3ccccc3Br)=NN2c2ccc(S(N)(=O)=O)cc2)cc1 (configuration not stated),0.1,-4.4,-0.7,-17.9,-0.6,-10.5,-0.5,0.4,3.7,0.7
COc1ccccc1N1CCN(C2CCN(C(=O)COc3ccccc3)CC2)CC1,2.9,0.8,-5.8,1.0,-1.4,-0.3,-11.8,6.1,-0.2,0.4
CC(C)C(=O)NS(=O)(=O)c1ccc(NS(C)(=O)=O)cc1,-4.9,-2.6,-2.7,18.4,-1.3,-12.5,-14.8,-0.3,-3.5,-2.5
CCOc1ccc(S(=O)(=O)N2CCN(S(=O)(=O)c3ccc(C(C)=O)cc3)CC2)cc1,2.0,0.8,5.3,-4.2,-0.4,-10.7,6.3,-5.6,0.6,-4.6
Cn1c(C(=O)O)cc2cc(Oc3ccccc3)ccc21,0.4,-2.2,-2.5,20.9,2.6,1.4,-1.4,1.7,-4.4,-3.0
O=C(/C=C/c1ccc(Cl)cc1Cl)Nc1ccncc1,9.9,-0.2,-2.3,-66.1,-0.5,-24.1,-10.7,-1.0,9.8,-1.6
Cc1ccc(-c2cc(C)nc3ncnn23)cc1,0.1,-0.7,.,8.6,-2.7,-6.8,-0.4,0.3,-1.7,-0.2

# In another format: 2 of the compounds above
# Every second line gives: HTR5A ag, Keap1 Nrf2 FP, CAL-PDZ inh HTS, MOR-DOR inv ag, LANA DNA inh, RTF Ca sens inh, HTR5A inv ctr, RTF Ca sens act, OPRM1-OPRD1 ag, V-ATPase pHluor
CN(NC1OC(=O)c2ccccc21)c1ccccc1[N+](=O)[O-] (configuration not stated)
  0.0, -4.3, -6.0, 16.5, -1.1, -4.1, 23.5, 3.7, -3.3, 1.3
C=CCNC(=S)N/N=C(\C)c1cccnc1
  1.8, -4.3, 1.2, 9.6, -0.7, -1.1, -22.9, -2.8, -2.0, 0.2

# The list continues.
SMILES,HTR5A ag,Keap1 Nrf2 FP,CAL-PDZ inh HTS,MOR-DOR inv ag,LANA DNA inh,RTF Ca sens inh,HTR5A inv ctr,RTF Ca sens act,OPRM1-OPRD1 ag,V-ATPase pHluor
COc1ccc(-c2csc(NC(=O)CSc3n[nH]c(C)n3)n2)cc1,4.9,0.5,-2.8,-3.1,-0.6,-20.6,-38.8,-1.9,0.6,-0.6
O=C(Nc1ccc(F)c(F)c1)c1ccccc1,0.9,-4.0,-1.4,3.2,2.4,-3.6,-4.1,-1.9,-0.6,-0.6
S=c1[nH]nc(Cc2ccc(Br)cc2)n1/N=C/c1ccc(Cl)cc1,-0.9,-3.6,0.3,-41.7,-0.5,-10.2,2.5,5.3,9.1,6.6
Nc1cccc(Oc2cnccn2)c1,4.4,-0.6,2.0,13.1,3.9,-3.7,-16.4,-2.8,-2.6,-2.4
CC1(C)Cc2c(sc(NC(=O)C3CC(Cl)=CCC3C(=O)O)c2C#N)CO1 (configuration not stated),6.3,1.6,-5.9,3.4,-0.1,-3.3,-17.9,5.4,-0.6,0.9
OC(CNCCc1ccc(C(F)(F)F)cc1)COC(c1ccccc1)c1ccccc1 (configuration not stated),2.4,2.1,-3.5,-71.0,4.3,1.9,-8.9,-2.2,14.9,1.9
C=CCOC(=O)C1=C[C@H](C2CC2)[C@@H](CCCO)[C@H](OCC)O1,-4.0,-0.2,-6.6,0.1,1.0,-4.4,-9.9,-4.3,0.0,4.2
Cc1n[nH]c(C)c1CCCCOc1ccc([N+](=O)[O-])cc1,3.4,-3.3,.,-2.9,-0.2,-6.2,-5.8,2.3,0.6,0.7
CC(C)C[C@H]1CN=C(Nc2ccccc2)N1CCc1ccc(F)cc1,-1.1,2.2,-1.1,-7.3,3.6,2.8,-3.8,2.2,1.4,-1.9
Cc1noc(C)c1COC(=O)c1ccc(F)c(S(=O)(=O)N2CCCCC2)c1,-0.7,-3.8,-0.2,10.8,-1.2,5.9,-3.8,0.7,-2.1,-0.5
COc1ccc(N2CCN(C(=S)Nc3ccc(F)cc3)CC2)cc1,0.4,-4.2,-3.3,9.0,-0.4,-8.9,-1.4,-4.5,-1.9,4.8
CCOC(=O)c1ccc(NC(=O)c2nn(CC)cc2Br)cc1,5.8,-8.9,-1.0,-6.4,1.2,0.5,0.1,1.9,1.1,-2.3
Cc1cccc(-n2cnc(C(=O)N/N=C/c3ccccc3)c2)n1,-1.4,-0.9,1.7,14.4,-0.5,1.7,3.7,4.2,-3.2,-2.7
COc1cc(/C=C/C(=O)NCc2nc3ccccc3[nH]2)cc(OC)c1OC,-1.4,-6.2,1.3,8.6,-0.6,-6.2,-17.9,-2.3,-1.6,-0.3
COc1ccc(CCN(C)C(=O)c2cc(S(=O)(=O)NCc3ccccc3)ccc2C)cc1OC,-4.0,-6.9,-0.9,1.5,3.2,-4.0,9.9,-5.9,-0.3,-2.9
CN1CCC(=NNC(=O)CN(c2ccccc2)S(=O)(=O)c2ccccc2)CC1,3.9,-1.3,-2.9,13.3,0.8,-5.0,6.7,-3.6,-2.4,2.6
C=CCNc1nnc(Sc2ncccc2[N+](=O)[O-])s1,-3.5,0.4,6.7,-30.6,0.4,-10.9,9.8,5.4,5.5,-2.2
Cc1nc2ccc(-c3nc4ccccc4[nH]3)cc2[nH]1,3.5,-2.1,-4.9,-12.6,-0.3,0.3,-9.8,3.6,1.7,-2.2

# Assay outcomes deposited in PubChem by several laboratories.
